Source: PubChem
OX1R antag-1 = antagonists of human orexin 1 receptor (OX1R); AID 485270, 2010; actives 1.8% (n = 330,000); OX1R-expressing cells, FRET antagonist read-out; inhibition, % at 6.6 µM; in the data active = inhibition mostly above about 38%, no sharp cut-off; inactive = mostly below about 40%;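 note: 0% = agonist challenge alone and 100% = reference antagonist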
Target sequence (O43613 whole entry, looked up): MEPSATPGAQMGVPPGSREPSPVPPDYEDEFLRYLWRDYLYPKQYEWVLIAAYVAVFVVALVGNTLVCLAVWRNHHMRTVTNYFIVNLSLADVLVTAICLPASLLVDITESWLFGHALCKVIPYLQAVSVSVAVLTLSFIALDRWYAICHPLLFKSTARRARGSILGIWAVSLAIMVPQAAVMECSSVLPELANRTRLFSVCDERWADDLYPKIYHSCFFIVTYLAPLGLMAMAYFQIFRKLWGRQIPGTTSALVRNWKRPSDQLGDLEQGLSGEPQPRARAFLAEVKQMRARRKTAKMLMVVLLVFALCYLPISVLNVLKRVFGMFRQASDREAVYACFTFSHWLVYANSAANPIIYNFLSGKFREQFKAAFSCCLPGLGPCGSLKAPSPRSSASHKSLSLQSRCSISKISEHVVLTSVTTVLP
OX1R antag-2 = OX1R (HCRTR1) antagonists, primary screen, fluorescence, CHO/OX1R cells, Fluo-8 calcium, orexin A; actives 0.43% (n = 330,000); AID 434989, 2010; Orexin/Hypocretin receptor type 1 (Homo sapiens), O43613; Fluo-8 calcium fluorescence; inhibition, % at 5 µM;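 active = inhibition above its plate's threshold, mean inhibition of all tested compounds on the plate plus 3 SD, cut at about 37% in these data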;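 note: 0% = orexin A challenge wells and 100% = SB-334867-A antagonist wells; not every result past the cut was called active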
* hit, by the source's call.

SMILES	OX1R antag-1	OX1R antag-2
CCOc1cc(-c2noc(CCC(=O)NC3CCCCC3)n2)ccc1OC	17	-17
CCOC(=O)c1sc(-c2ccccc2)cc1NC(=O)Nc1ccc([N+](=O)[O-])cc1	-3	5
O=C(NC12CC3CC(CC(C3)C1)C2)c1cccnc1Cl	7	7
O=[N+]([O-])c1ccc(Sc2ccc(F)cc2)nc1	17	-3
COCc1c(C(=O)N/N=C(\C)c2ccc(Cl)s2)nnn1-c1nonc1N	18	-8
Cc1nn(-c2ccc(C(=O)NCC(c3ccco3)N3CCCC3)cc2)c(C)c1Cl (configuration not stated)	1	-26
Nc1ccc(C(=O)Oc2ccc([N+](=O)[O-])cc2)cc1	-5	-2
O=C1CSC(=Nc2ccccc2)N1	12	-13
CCCNC(=O)COC(=O)c1ccc(S(=O)(=O)N2CCCC2)cc1	8	-21
COc1ccccc1/C=N/NC(=O)CC(=O)NCc1cccnc1	18	2
O=C(NC1CCCCCC1)c1ccc2c(=O)n3c(nc2c1)CCCCC3	41	-3
CC(=O)c1ccc(N2CCN(S(=O)(=O)c3cn(C)c(C)n3)CC2)cc1	-9	6
O=C(Cn1cnc(S(=O)(=O)N2CCCC2)c1)Nc1ccccc1	-3	6
NC(=S)N/N=C/c1ccc2ccccc2c1	25	8
COc1ccc(C(CC(=O)N2CCOCC2)c2c(OC)cc(OC)c3ccc(=O)oc23)cc1 (configuration not stated)	22	-24
O=C(NCCN1CCOCC1)c1ccc(Cl)c([N+](=O)[O-])c1	12	-8
Cc1ccc(C)c(C(=O)COC(=O)C2CCN(c3ccc(C(F)(F)F)cn3)CC2)c1	34	-20
CCc1ccc(NC(=O)COC(=O)c2cccs2)cc1	10	-18
COc1cc(OC)cc(C(=O)N[C@H](C(=O)OCC(=O)NC(C)c2ccccc2)C(C)C)c1 (some centres not stated)	8	59*
COc1ccc(C2=NS(=O)(=O)N(C)C(C(=O)N3CCCCC3)=C2)cc1OC	12	-24

Complete entries as entered above. Order of screens: OX1R antag-1	OX1R antag-2
O=[N+]([O-])c1ccc(Sc2ccc(F)cc2)nc1 in the list: 17	-3
CC(=O)c1ccc(N2CCN(S(=O)(=O)c3cn(C)c(C)n3)CC2)cc1 in the list: -9	6
O=C(Cn1cnc(S(=O)(=O)N2CCCC2)c1)Nc1ccccc1 in the list: -3	6
COc1ccccc1/C=N/NC(=O)CC(=O)NCc1cccnc1 in the list: 18	2
O=C1CSC(=Nc2ccccc2)N1 in the list: 12	-13

Later entries.
SMILES	OX1R antag-1	OX1R antag-2
CCCOc1ccccc1C(=O)NCCCC(=O)O	16	-6
COc1ccc(N2C(=O)CN=C2Nc2nc(C)cc(C)n2)cc1OC	-1	3
Cn1c2ccccc2n2c(=O)c(=O)n(CC(=O)c3ccc(F)cc3)nc12	25	-23
Clc1ccccc1CNCC1CCCO1 (configuration not stated)	20	-4
Cc1cccc(-n2ccnc2CN2CCC(CO)(Cc3ccccc3)CC2)c1	10	-25
CCOc1ccccc1OCc1nn2c(COc3ccccc3)nnc2s1	4	-12
Cc1sc2nc(CSc3ccccc3)nc(N3CCOCC3)c2c1C	34	-29
CCN(CC)CCN(Cc1cc2cc3c(cc2[nH]c1=O)OCCO3)C(=S)NC	5	-4
CN(C)S(=O)(=O)c1ccc(N2CCCC2)c(C(=O)OCC(=O)NC2(C#N)CCCCC2)c1	11	-20
CS(=O)(=O)c1ccc(C(=O)Nc2ccc(N3CCCCC3)cc2)c(Cl)c1	18	0
COc1ccccc1N1CCN(C(=O)CCn2c(=O)[nH]c3ccsc3c2=O)CC1	6	-18
CCCC[C@@H]1CCCO[C@@](C(=O)NCc2ccc(C)o2)(C(F)(F)F)C1	23	-30
O=C1CCCc2c1[nH]c1ccc(Br)cc21	7	-17
CN(C(=O)Cn1nnc(-c2cccc(C(F)(F)F)c2)n1)C1CCCCC1	6	-10
CCOc1ccc(/C(O)=C2/C(=O)C(=O)N(CCOCCO)C2c2ccccn2)cc1 (configuration not stated)	8	3
CC(C)(C)c1ccc(COC(=O)Nc2ccc(F)cc2)cc1	5	-5
CCN(CC)CP(=O)(c1ccccc1)c1ccccc1	12	-10
CCN(c1ccccc1)S(=O)(=O)c1ccc(C(=O)NCCc2ccc(S(N)(=O)=O)cc2)cc1	8	-10
COc1ccc(OCCSCc2nnc(NC(=O)Nc3ccc(Cl)cc3)s2)cc1	2	-18
O=c1cc2ncc(-c3[nH]ncc3[N+](=O)[O-])cn2[nH]1	35	3
CCOc1ccc(C(=O)c2nc3c(n2O)CCCCC3)cc1	14	-13
COc1cc(OC)c(-n2c(C)cc(C=O)c2C)cc1Cl	4	-16
O=c1cc(N2CCN(Cc3ccccc3)CC2)[nH]c(=O)n1Cc1ccc(F)cc1	8	-19
N#C/C(=C\c1ccc(F)c(Cl)c1)S(=O)(=O)c1ccccn1	3	-9
COC(=O)C(Cc1ccc(OC(=O)c2ccc(C)cc2)cc1)N1Cc2ccccc2C1=O (configuration not stated)	22	24
O=C(O)C1CCN(Cc2cnn(-c3ccccc3)c2-n2cccc2)CC1	0	-10
O=C(NCC1CCCO1)c1cc(-c2ccccc2)on1 (configuration not stated)	3	-12
N#Cc1ccc(C(=O)Nc2nnc(-c3cccs3)o2)cc1	13	0
Cc1cc(C(=O)CCC(=O)NC(C)c2ccc(S(N)(=O)=O)cc2)c(C)s1 (configuration not stated)	17	-15
O=C(Nc1ccc(Cn2nnc3ccccc32)cc1)c1ccco1	5	3
O=C(CCSc1nnc(-c2ccncc2)o1)Nc1cccc2ccccc12	10	-26
Cc1ccc(C(=O)NC(C)c2ccc(-n3ccnc3)cc2)c(C)c1 (configuration not stated)	46	-7
CCOC(=O)NC(CC(=O)O)c1ccc(OCC)cc1 (configuration not stated)	2	9
Cc1cc(C(=O)NCC23CC4CC(CC(C4)C2)C3)c(C)o1	22	-1
O=C(c1cc(S(=O)(=O)N2CCOCC2)ccc1Cl)N1CCc2ccccc2C1	8	-21
CC[C@@]1(C(=O)OC)N[C@H](CN(C)S(=O)(=O)c2ccccc2)[C@@H]2C(=O)N(C)C(=O)[C@@H]21	0	-19
COc1ccc(CCNC(=O)CNC(=O)c2ccc3c(c2)OCO3)cc1OC	15	-1
NS(=O)(=O)c1cccc(NC(=O)COC(=O)Cc2ccc(S(=O)(=O)N3CCCCC3)s2)c1	7	-16
O=c1c(Cc2ccc(Cl)cc2Cl)c(O)ccn1CC(F)(F)F	5	-14
O=C(/C=C/Nc1ccc(F)cc1F)c1cccs1	17	-9
CCC(=O)n1nc(-c2cccnc2)nc1NCc1ccc(OC)cc1	20	-36
CCCOc1ccc(-c2cnc(N)s2)cc1	8	-9
COc1ccc(CNC(=O)C2CCN(C(=O)c3cccc(Cl)c3)CC2)cc1	-5	-14
CCCc1c(C(=O)N/N=C/c2ccco2)nnn1-c1nonc1N	11	-3
Clc1ccc(-c2nc3ccccc3nc2-c2ccccc2)cc1	7	-43
O=C(c1cccc(OCc2ccccc2)c1)N1CCOCC1	3	-17
O=C(Nc1ccc(CN2CCOCC2)cc1)c1ccccc1F	5	-8
CNC(=O)c1ccc(NC(=O)Nc2ccccc2)cc1	14	-10
CCOc1ccc(S(=O)(=O)NC(C)C(=O)NCc2ccncc2)cc1 (configuration not stated)	21	-8
CCN(CC)c1ccc(NC(=O)c2ccc(=O)[nH]c2)cc1S(=O)(=O)Nc1ccccc1OC	19	-25
CC(=O)Nc1ccc(S(=O)(=O)Nc2nc(C)nc3sc4c(c23)CCC4)cc1	18	-15
CCn1ncc(CN2CCCC(C(=O)Nc3cccc(-c4cc5ccccc5[nH]4)c3)C2)c1C (configuration not stated)	7	-11
CC(C)CN1C(=O)C(=O)N(CC(=O)N2CCN(c3ccccc3)CC2)C1=O	19	-11
COc1ccc(NC(=O)N(C)C[C@H]2Oc3ccc(NC(=O)CCC(F)(F)F)cc3C(=O)N([C@H](C)CO)C[C@@H]2C)cc1	7	-5
Cc1ccc(-c2nc(CSCC(=O)NC3CCN(Cc4ccccc4)CC3)c(C)o2)cc1	11	4
Cc1cc(C(=O)COC(=O)c2ccc(O)cc2O)c(C)n1-c1ccccc1	2	33
CCCCn1c(N)c(N(C)C(=O)c2cc3c(s2)CCCCC3)c(=O)[nH]c1=O	-2	6
N#CCCN(C1CCCCC1)S(=O)(=O)CCOc1ccccc1	16	-17
COc1cc(C(=O)OC(C)C(=O)NCC2CCCCC2)cc(NC(=O)c2ccco2)c1OC (configuration not stated)	10	-20
Cc1cc(=O)[nH]c(SCC(=O)NC2CCCCCC2)n1	1	-17

The list goes on.
SMILES	OX1R antag-1	OX1R antag-2
Clc1ccc2nc3c4ccccc4cnn3c2c1	69*	3
COc1ccc(CN(C)C(=O)COc2cccc(-n3cnnn3)c2)cc1OC	5	-2
O=C(CCCSc1nc2ccccc2s1)NC1=NCCS1	24	-13
Cc1ccc(NC(=O)c2cc(S(=O)(=O)N(C)C)ccc2N2CCCC2)cc1F	23	-1
Cc1cccc(NC(=O)/C(=C/c2cccc([N+](=O)[O-])c2)NC(=O)c2cccs2)c1	53	3
CC1CC(C)CN(C(=O)Cn2ncc3c([nH]c4ccccc43)c2=O)C1 (configuration not stated)	20	-1
C#CCOc1ccc(C2C(C#N)=C(N)Oc3cc(O)ccc32)cc1 (configuration not stated)	16	-9
CCOc1ccc(-c2nnc3ccc(SCC(=O)N4CCCCC4)nn23)cc1	17	-33
O=C(CSc1cccc2cccnc12)Nc1cc(C(=O)O)cc(C(=O)O)c1	13	-2
COc1cc(OC)nc(Oc2cccc(C(F)(F)F)c2)n1	-6	-19
CCC(O)c1cc2c(cc1NC(=O)c1ccc(C)cc1)OCCO2 (configuration not stated)	30	-22
CCOc1ccc(-c2nnn(CC(=O)NCc3ccco3)n2)cc1OCC	11	-31
COc1ccc(OC)c(C(Nc2ccccc2)P(=O)(OC(C)C)OC(C)C)c1 (configuration not stated)	0	-30
c1ccc2[nH]c(CSc3nc4ccccc4s3)nc2c1	72*	8
CSc1nc(C)cc(OCC(=O)n2nc(C)cc2C)n1	2	-13
CC(=O)Nc1ccc(S(=O)(=O)NCc2csc(C)n2)cc1	0	1
Cc1ccc(-c2c(NCCc3ccccc3)c(=O)c2=O)cc1	-5	-6
O=C(O)CCCC(=O)Nc1cccc([N+](=O)[O-])c1	19	-8
Cc1sc(CO)c(Sc2ccccc2)c1C(=O)O	9	-16
CCC(=O)N1CCc2cc(Br)cc(S(=O)(=O)N3CCN(C(=O)c4ccco4)CC3)c21	21	-30
CC(C)[C@H](NC(=O)c1ccccc1)C(=O)NCCc1ccccc1	8	-7
Cc1cccc2nc(CSc3nc4ccccc4[nH]3)cn12	15	-30
CCOc1ccc(S(=O)(=O)N2CCN(C(=O)c3ccco3)CC2)cc1	15	-14
CCOc1ccc2nc(/N=C/c3nc(-c4ccccc4)oc3O)sc2c1	1	-4
Cc1ccccc1CO/N=C/c1[nH]ncc1Br	13	-11
CC(=O)Nc1ccc(NC(=O)CCn2c(=S)oc3ccccc32)cc1	10	-7
Cc1cc(C)c(NC(=O)CSc2nc3ccccc3c(=O)n2CCCN2CCOCC2)c(C)c1	1	1
CCOC(=O)c1c2ccccc2[n+]([O-])n1[C@@H](C)C(N)=O	21	-5
COc1ccc(/C=C2\SC(=S)N(CC(=O)NNC(=O)c3ccncc3)C2=O)cc1	17	-11
CCN(C(=O)CSc1nc2ccccc2n1C)C1CCS(=O)(=O)C1 (configuration not stated)	7	-7
O=C(CC1CCCCC1)NCc1ccc(Cl)cc1	15	-28
Cc1ccccc1N(C(=O)Cc1cccs1)C(C(=O)NC1CCCCC1)c1cn(C)nc1C (configuration not stated)	14	-15
N#CC12CCCCC1CC1CCCCC1(C#N)N2CCO (configuration not stated)	25	-7
Cc1cc(C)c(NC(=O)c2cccc(NC(=O)c3ccco3)c2)c(C)c1	32	-5
Cc1ccc(CNC(=O)C(Cc2ccccc2)n2cccc2)cc1 (configuration not stated)	9	-17
CCN1C(=O)/C(=C\c2ccncc2)SC1=S	-3	-30
COc1ccc(NC(=O)C2=CC(c3ccco3)=NS(=O)(=O)N2C)cc1OC	14	-11
Cc1cc(C)c2c(N)c(C(=O)Nc3ccc([N+](=O)[O-])cc3)sc2n1	8	-19
Cc1c(N=Cc2c(O)n(C)c(=O)c3ccccc23)c(=O)n(-c2ccccc2)n1C	8	-14
CCn1c(C)c(C)c2cc(C(=O)NCCCN3CCCCC3)ccc21	9	-16
O=C(NCCOc1ccccc1)c1ncn[nH]1	1	0
Cc1ccc(-c2nsc3c(N4CCC(C(N)=O)CC4)ncnc23)cc1	8	-11
Cn1c(SCCC#N)nnc1-c1ccccc1F	-2	-8
COc1ccc(C(=O)n2cc(C(C)=O)c3ccccc32)cc1	-5	-14
COc1ccc(C2=C(C=O)Cc3ccccc3O2)cc1	16	-17
C/C=C(/C)C(=O)OC1CC(C)(C)C[C@H]2C3=CC[C@@H]4[C@@]5(C)CCC(O[C@@H]6O[C@@H](C(=O)O)[C@@H](O)C(O[C@@H]7OC[C@H](O)[C@@H](O)[C@@H]7O[C@@H]7OC(CO)C(O)[C@@H](O)[C@@H]7O)C6O[C@@H]6OC(CO)C(O)C(O)C6O)[C@@](C)(CO)[C@@H]5CC[C@]4(C)[C@]3(C)CC(O)[C@@]12CO (some centres not stated)	24	104*

By substructure: the entries above with a cyano group.
SMILES	OX1R antag-1	OX1R antag-2
CN(C)S(=O)(=O)c1ccc(N2CCCC2)c(C(=O)OCC(=O)NC2(C#N)CCCCC2)c1	11	-20
N#C/C(=C\c1ccc(F)c(Cl)c1)S(=O)(=O)c1ccccn1	3	-9
N#Cc1ccc(C(=O)Nc2nnc(-c3cccs3)o2)cc1	13	0
N#CCCN(C1CCCCC1)S(=O)(=O)CCOc1ccccc1	16	-17
C#CCOc1ccc(C2C(C#N)=C(N)Oc3cc(O)ccc32)cc1 (configuration not stated)	16	-9
N#CC12CCCCC1CC1CCCCC1(C#N)N2CCO (configuration not stated)	25	-7
Cn1c(SCCC#N)nnc1-c1ccccc1F	-2	-8
